NCI-60 one-dose screen, 48 h, at 10 µM unless noted. Numbers give growth in % (100 = growth as untreated, 0 = no growth, -100 = all killed).
RPMI-8226 – RPMI-8226 leukemia cells; actives 7.5% (n = 77,000); AID 1794781
HOP-62 – HOP-62 NSCLC; actives 3.9% (n = 80,000); AID 1794735
EKVX – EKVX NSCLC | actives 3% (n = 71,000)
HOP-92 – HOP-92 NSCLC cells. actives 6.3% (n = 71,000). AID 1794738
MOLT-4 – MOLT-4 leukemia cells. AID 1794779. actives 6.9% (n = 80,000)
K-562 – K-562 leukemia. actives 7.4% (n = 78,000). AID 1794777
CCRF-CEM – CCRF-CEM leukemia | actives 7% (n = 77,000) | AID 1794778
SR – SR leukemia cells; actives 8.7% (n = 73,000); AID 1794780
* = called active by the depositor; x = not tested or not shown; & = joins results of further samples; ! = not active in a repeat; [ ] = another dose, or the depositor's remark. The calls were made as follows: active = growth percent below 10; inactive = the rest.

SMILES	RPMI-8226	HOP-62	EKVX	HOP-92	MOLT-4	K-562	CCRF-CEM	SR
O=C(O)c1cn(C2CC2)c2cc(N3CCN(Cn4nc(-c5ccc6ccccc6c5)n(-c5ccccc5)c4=S)CC3)c(F)cc2c1=O	94.7	102.7	93.6	97.6	100.7	96.8	99.0	87.8
CCOCCCn1c(-c2ccoc2C)nnc1N1CCN(C(C)C(F)(F)F)CC1 (stereo unspecified)	104.7	100.8	101.3	101.3	100.2	97.1	108.7	103.6
N#Cc1c(NC(=O)c2ccc(C(F)(F)F)cc2)sc2c1CCC(=O)C2	7.3*	-37.7*	-42.6*	-57.0*	9.8*	7.3*	7.9*	11.3
CCCCCSc1nc(N)nc2nc[nH]c12	83.1	98.1	104.6	76.3	160.4	94.1	85.9	131.4
CC(=O)Oc1cccc(OC(C)=O)c1	66.2	98.8	110.2	55.2	75.9	88.6	90.8	x
CC(=O)Nc1cccc(-c2cccc(NS(=O)(=O)c3cccc4c(N(C)C)cccc34)c2)c1	36.3	78.7	45.1	71.5	63.0	51.2	64.2	68.5
c1ccc(CSc2nnc(-c3cccnc3)o2)cc1	94.0	93.8	98.0	95.2	x	91.9	93.3	x
CCOC(=O)c1c(Nc2ccc(S(=O)(=O)Nc3nccs3)cc2)nnc(-c2ccccc2)c1-c1ccccc1	96.5	116.9	102.0	84.3	79.3	x	91.3	76.2
CNC(=O)c1cc(Oc2ccc3nc(NC(=O)Nc4ccc(Cl)c(Cl)c4)sc3c2)ccn1	63.0	14.7	8.5*	64.4	66.2	62.5	42.5	15.4
N/N=c1\scc(-c2cc3ccccc3oc2=O)n1N	97.3	94.6	90.6	90.2	89.3	88.2	96.7	86.9
O=C1CSC(c2ccc(Cl)cc2Cl)N1n1cnnc1 (stereo unspecified)	102.8	106.1	87.6	101.8	97.9	103.4	101.8	97.5
COc1ccc(C2CC(c3cccc(Nc4ccncc4)c3)=NN2C=O)cc1 (stereo unspecified)	80.6	86.7	88.9	86.5	92.8	72.4	92.8	90.0
NC(=S)COc1ccccc1	103.0	107.9	x	102.7	103.3	98.1	95.3	99.4
COc1ccc(C(=O)COc2ccc(/C=C3\Oc4ccccc4C3=O)cc2)cc1	89.0	90.8	99.0	75.8	81.7	101.0	x	107.8
COc1ccc(NS(=O)C2CCCCC2)cc1 (stereo unspecified)	100.7	85.2	111.2	94.2	70.6	90.5	91.1	78.6
COc1ccc(-c2cc(-c3cc4ccccc4oc3=O)n(-c3ccccc3)n2)cc1	86.4	55.4	67.5	67.0	x	81.8	94.5	x
COc1cc(/C=C2\NC(=O)NC2=O)ccc1O	100.4	113.8	110.2	102.4	85.7	95.3	77.6	91.5
O=C1C=CC(=Nc2ccc3c(c2)C(=O)c2ccccc2-3)O1	93.3	100.9	100.1	x	78.8	87.4	72.3	81.5
Cn1c(NCc2ccccc2)nc(N)c(N=O)c1=O	x	83.9	96.8	91.8	71.3	105.5	108.4	x
CC(=O)Nc1ccc(/C=C2/SC(=S)N(/C=C(\c3ccccc3)S(=O)Cc3ccccc3)C2=O)cc1 (stereo unspecified)	94.2	81.9	98.7	85.2	99.9	96.7	97.5	79.1
Cc1ccc2nc(-c3c(N)n[nH]c3CCCO)[nH]c(=O)c2c1	91.6	92.1	103.2	82.8	95.7	102.0	91.8	77.2
COc1cc(C)cc(-c2nn(CC(N)=O)cc2-c2ccnc(Oc3ccc(OC)c(OC)c3)n2)c1	103.9	96.1	91.4	78.1	98.9	95.4	106.9	88.3
Fc1ccc(C2=NN(c3ccccc3)C(c3cccc(Nc4ccnc5cc(C(F)(F)F)ccc45)c3)C2)cc1 (stereo unspecified)	55.5	88.8	82.1	87.0	67.2	63.3	85.1	61.8
CC(=O)n1nc(-c2ccc(O)cc2)cc1-c1cn(-c2ccccc2)nc1-c1ccc(O)cc1	x	103.5	x	x	79.2	86.1	x	84.0
CC1(O)CC(CSC#N)OC(c2ccc(F)cc2)C1 (stereo unspecified)	58.7	101.8	97.3	94.5	98.0	x	72.5	91.5
CCCSc1nc(-c2ccc(F)cc2)cc(-c2ccco2)n1	102.9	101.2	97.9	102.4	89.8	101.4	104.7	97.2
CC(=O)Oc1cc(C)c(OC(C)=O)c2ccccc12	60.8	78.6	101.6	88.5	85.6	100.9	83.2	101.5
O=C1CN(CO)C(=O)CN1CO	103.1	105.8	114.4	x	105.3	x	92.8	x
CC[C@H](CC[C@@H](C)[C@H]1CC[C@H]2[C@@H]3C/C(=N\OCCC#N)[C@@H]4C/C(=N/OCCC#N)CC[C@]4(C)[C@H]3CC[C@]12C)C(C)C	77.6[100 µM]	99.1[100 µM]	98.8[100 µM]	79.3[100 µM]	76.0[100 µM]	94.1[100 µM]	105.7[100 µM]	120.3[100 µM]
CC(C)C(C(=O)O)N1C(=O)C2C3CCC(C3)C2C1=O (stereo unspecified)	102.6	x	x	99.7	92.9	92.7	102.0	85.9
COc1cc(NS(C)(=O)=O)ccc1Cc1c2ccccc2nc2ccccc12	22.0	-13.9*	45.3	21.2	4.3*	18.2	3.4*	-5.5*
Cc1c(C(=O)O)nnn1-c1ncc(Cc2ccccc2)s1	93.3	91.7	98.3	87.5	88.7	x	85.9	85.6
S=C([S-])[P+](C1CCCCC1)(C1CCCCC1)C1CCCCC1	95.2	111.8	x	x	87.8	89.8	x	x
Nc1n[nH]c2ccc([C@@H]3Nc4ccc5[nH]ncc5c4[C@H]4C5C=CC(C5)[C@@H]34)cc12 (stereo partly specified)	44.7	41.8	37.7	61.2	15.1	8.6*	19.6	11.6
O=C(Nc1ccc(CN2CCOCC2)c(C(F)(F)F)c1)c1nc2ccc3[nH]ncc3c2c2c1CCCC2	83.3	78.8	87.3	99.2	76.3	82.8	84.8	95.8
C=CCC(OC(C)=O)c1cccc(OC)c1OC (stereo unspecified)	102.7	102.2	109.3	108.6	95.4	99.2	107.0	96.0
CCOC(=O)C1=CSC2=NC3=C(CCCC/C3=C\c3ccccc3)C(c3ccccc3)N12 (stereo unspecified)	92.3	90.9	97.0	88.3	83.6	93.2	88.7	95.6
Cc1ccc(S(=O)(=O)Nc2ccc3cc([N+](=O)[O-])ccc3c2[N+](=O)[O-])cc1	38.2&51.6	95.0&92.7	75.7&86.0	-8.7*!	63.0&82.8	29.0&81.8	39.4&79.1	64.3&91.8
Cc1cc(C)c(OC2=C(c3c(C)cc(C)cc3C)C(=O)c3ccccc32)c(C)c1	65.4	102.0	132.0	92.3	89.1	104.9	81.9	106.2
O=C(O)CCc1ccc(NC(=O)CCl)cc1	100.3	112.0	99.7	113.2	86.0	96.1	100.8	90.4
CSc1ccc2c(c1)N(C(=O)/C(C#N)=C/c1ccc(Cl)cc1Cl)c1ccccc1S2	91.8	92.5	91.0	62.5	96.2	92.8	88.5	x
COc1ccc(C2=NN(c3ccc(S(C)(=O)=O)cc3)C(=O)CC2)cc1	x	x	94.0	91.2	83.3	68.5	97.5	64.0
C=CCNCCN1C(=O)c2ccc3c4c(ccc(c24)C1=O)C(=O)N(CCNCC=C)C3=O	13.5	-28.7*	-82.0*	-34.5*	-18.3*	1.4*	4.8*	-8.7*
COc1ccc(C(=O)CCN(C)C)cc1	16.8	106.7	115.4	102.5	42.1	96.4	102.6	92.7
COC(=O)C1=NC(=S)N=C(C(=O)OC)C12Cc1ccccc1C2=O	105.5	100.0	90.0	79.5	128.8	105.5	101.6	109.0
O=S(=O)(NCCNc1nccc(-c2c(-c3ccc(F)cc3)nc3sccn23)n1)c1ccc2ccccc2c1	60.2	88.5	x	x	54.0	54.6	61.7	46.6
CCCCCCCCCCCCCCCCSC(=O)CCl	106.7	119.9	x	x	99.6	115.1	x	82.9
C=C(C)[C@@H]1CC=C2c3sc(-c4ccc(F)cc4)nc3C[C@@H](C)[C@]2(C)C1	98.4	97.8	88.0	x	103.5	93.0	102.9	101.6
COc1ccc(S(=O)(=O)n2cc(C3OC(c4cc(OC)c(OC)c(OC)c4)=NN3C(C)=O)c3cccnc32)cc1 (stereo unspecified)	76.6	88.2	86.5	72.3	86.6	39.0	83.7	x
CC/C(=N/N=C(N)N)c1ccc(F)cc1	97.7	97.1	94.9	92.5	91.8	97.2	77.1	x
Cc1cc(O)c2c(c1)C1OC(=O)CCCCN1C1=C2C(=O)c2cccc(OC3CC(O)C(O)C(C)O3)c2C1=O (stereo unspecified)	115.9	77.9	99.8	118.4	86.4	110.7	83.7	103.4
CSc1n[nH]c2nc(-c3ccccc3)[nH]c(=O)c12	x	116.8	93.7	94.7	106.1	99.5	103.2	97.3
CC1=C(/C=C/C(C)=C/C=C(C(=O)O)\C(C)=C\C(=O)O)C(C)(C)CCC1	92.0	107.7	123.6	x	86.3	87.0	93.3	95.7
Cc1nn(-c2ccccc2)c(N2CCCC2)c1-c1nc2ccc(C(=O)NN)cc2[nH]1	92.7	97.7	101.3	104.5	91.3	80.8	109.4	92.5
O=C(/C=C/c1ccccc1[N+](=O)[O-])c1cc2ccccc2oc1=O	110.6	98.8	100.7	95.3	104.2	x	102.1	95.3
Nc1c(I)cc(CC(=O)O)cc1I	102.2	100.8	108.0	100.7	109.3	110.9	104.7	110.8
CC(=O)Nc1nc(O)c(/C=N/c2ccccn2)s1	131.5	112.8	106.3	141.6	121.4	x	129.9	133.2
Cn1c2ccc(Br)cc2c2c3c(c4c5cc(F)ccc5oc4c21)C(=O)N(O)C3=O	76.7	47.1	90.1	82.5	43.0	82.8	14.7	x
COc1ccc(CC(=O)N2CCN(C(=O)Cc3ccc(OC)c(OC)c3)CC2)cc1OC	98.4	93.1	95.5	75.5	117.9	117.0	104.8	x
Nc1ccc(C2NC=CN2)cc1	110.3	103.5	91.9	117.9	104.5	104.1	x	103.9
New compounds follow:
SMILES	RPMI-8226	HOP-62	EKVX	HOP-92	MOLT-4	K-562	CCRF-CEM	SR
CN(C)c1ncnc2nc(Cl)[nH]c12	98.5	80.0	96.6	96.1	100.0	97.1	99.6	95.5
Clc1c(Br)c(-c2ccccc2)nc2ccccc12	91.4	103.6	86.7	91.0	105.4	104.1	81.0	105.3
COc1ccc2[nH]c(O)c(N=NC(=O)c3ccc4nc(-c5ccc(C)cc5)[nH]c4c3)c2c1	91.6	106.1	114.6	117.6	x	x	55.9	x
Fc1ccc(Nc2nnc(-c3c[nH]c4ccccc34)o2)cc1	24.7	71.0	56.5	58.2	29.6	66.9	16.3	70.4
Cc1cccc(C)c1NCc1nc(-c2ccccc2)n[nH]1	108.4	100.0	95.0	100.9	98.0	100.2	110.5	102.4
COc1cccc(C(=O)N(c2cccc(C)c2C)C(C(=O)NC(C)(C)C)c2cc3c(C)cc(C)cc3nc2Cl)c1 (stereo unspecified)	37.8	74.1	64.5	x	40.5	49.1	63.1	51.7
Cn1c(=O)c2c(nc(NC3=NS(=O)(=O)c4ccccc43)n2CC(=O)Nc2ccc(S(N)(=O)=O)cc2)n(C)c1=O	109.2	97.6	92.6	89.4	110.2	108.2	104.5	113.1
C#CCOc1cc(N(CC)CC)ccc1C(C(=O)NC(C)(C)C)N(C(=O)C1CCc2cc(F)ccc2O1)c1cc(Cl)cc(Cl)c1 (stereo unspecified)	33.4	85.5	34.5	53.9	23.6	34.7	57.7	46.2
COc1ccc(-c2cc(-c3ccc(OC)c(OC)c3)nc(SCCCC(=O)NO)n2)cc1	x	-13.3*	-15.3*	-28.6*	7.1*	7.3*	x	15.1
Cc1ccc(C)c(OCC(=O)O)c1	114.3	99.0	111.3	91.6	121.1	127.8	109.3	114.5
CC1Cc2c(ncn3c(-c4ccccc4)nnc23)N(C)c2ccccc21 (stereo unspecified)	x	104.1	83.6	61.0	95.0	87.8	94.2	73.5
OCCNc1nccc(N2CCN(c3ccnc4cc(Cl)ccc34)CC2)n1	89.3	56.3	x	88.7	52.4	24.2	66.5	17.4
CCOC(=O)C1OC2(CCCC2)OC1C(=O)OCC (stereo unspecified)	84.8	103.2	107.9	x	92.2	111.8	86.3	104.1
CC(=O)OC1CC2C(C)(CCC3C2(C)CCC2(C)C4CC(C)(C)CCC4(C)CCC32C)C1C (stereo unspecified)	91.2	102.9	114.3	94.4	99.4	89.8	90.4	93.8

Bioassay records from PubChem.
